# Bioassay records: PubChem BioAssay, National Center for Advancing Translational Sciences (NCATS)
# TDP1 cell CPT: DT40-hTDP1 cell growth loss with CPT. AID 686979. Potency, µM (top dose mostly 46.2 µM), without a hit: top-dose activity change, negative = growth inhibition, hits mostly inhibitors. chicken DT40 Tdp1-/-;hTDP1 cells + 20 nM CPT, ATP luminescence, 48 h. 420,000 compounds, 12% hits; also: nearly all actives have a fitted effect of over 55% in size
#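 Cell growth measured by CellTiter-Glo luminescence after a minimum 48 h, 37 C compound exposure with 20 nM CPT in Tdp1-knockout DT40 cells stably expressing hTDP1, seeded 400/well; qHTS titration format.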
# DT40 TDP1 no CPT: qHTS for Inhibitors of human tyrosyl-DNA phosphodiesterase 1 (TDP1): qHTS in cells in absence of CPT. DT40 Tdp1-/- hTDP1 cells, no CPT, ATP luminescence, 48 h. Potency, µM (series often up to 46.2 µM), for inactives: at the top dose activity change, negative = growth inhibition, actives largely listed as inhibitors. 420,000 compounds, 15% hits. AID 686978, 2013; also: nearly all actives have a fitted effect of over 55% in size
#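 Readout: luminescence from CellTiter-Glo after 30 min in the dark at RT. Cells: DT40 Tdp1-/- with stable hTDP1, 400/well. Exposure: compounds alone, ≥48 hr, 37 °C.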
# GCN5L2 inh: blocks human GCN5L2 histone acetyltransferase | GCN5L2 HAT assay, ThioGlo1 CoA-SH fluorescence | Potency, µM (doses to about 58.9 µM), without a hit: at the highest dose activity change, negative = inhibition, most hits filed as inhibitors | 390,000 compounds, 0.21% hits
# Target sequence (Q92830 whole entry, looked up): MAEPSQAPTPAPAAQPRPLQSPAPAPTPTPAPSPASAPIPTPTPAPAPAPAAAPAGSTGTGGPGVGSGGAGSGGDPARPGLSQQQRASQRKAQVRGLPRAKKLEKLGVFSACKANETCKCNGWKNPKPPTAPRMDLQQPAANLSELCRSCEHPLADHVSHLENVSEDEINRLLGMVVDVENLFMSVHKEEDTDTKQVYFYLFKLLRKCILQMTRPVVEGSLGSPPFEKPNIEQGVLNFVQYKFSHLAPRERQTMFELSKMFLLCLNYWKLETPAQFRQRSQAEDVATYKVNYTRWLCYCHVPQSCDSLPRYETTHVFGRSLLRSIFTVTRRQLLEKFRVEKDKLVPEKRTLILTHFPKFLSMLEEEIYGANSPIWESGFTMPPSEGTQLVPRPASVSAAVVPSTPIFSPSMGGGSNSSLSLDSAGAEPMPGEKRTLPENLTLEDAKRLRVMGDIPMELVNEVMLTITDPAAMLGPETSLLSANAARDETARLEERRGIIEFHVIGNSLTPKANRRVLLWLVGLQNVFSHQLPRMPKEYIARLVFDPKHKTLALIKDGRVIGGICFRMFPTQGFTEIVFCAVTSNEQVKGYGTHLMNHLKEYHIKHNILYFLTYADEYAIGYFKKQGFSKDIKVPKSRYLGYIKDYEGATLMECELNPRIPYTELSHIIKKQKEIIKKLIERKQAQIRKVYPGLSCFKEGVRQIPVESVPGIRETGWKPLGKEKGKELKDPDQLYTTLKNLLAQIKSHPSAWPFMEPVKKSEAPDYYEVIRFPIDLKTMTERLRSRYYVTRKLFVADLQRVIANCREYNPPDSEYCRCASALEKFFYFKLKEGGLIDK
#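 Free CoA generated was detected with ThioGlo1 (50uM) fluorescence at Ex340nm/Em540nm, read immediately and after 20 min at room temperature. Enzyme, 20 nM in HEPES pH 7.5 buffer, saw compounds 15 min before adding 75uM H3(1-25) peptide and 70uM acetyl-CoA.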
# Starred values were filed as active, the others as inactive; ? = inconclusive; nt = not tested or not shown; & = joins results of further samples; [ ] = remark or other dose. Calls follow the shape of the dose curve; as a rule, active = well fitted curve in the direction sought with a large enough effect; inconclusive = small, poorly fitted or top-dose-only effect, or another doubt; inactive = no such curve, though single readings can be large; an effect the other way counts as inactive or inconclusive. % is scaled to controls: 0 for no effect and ±100 for the full control effect; potency is read from the fitted curve at half-maximal effect.
# Values run as follows: DT40 TDP1 no CPT | GCN5L2 inh | TDP1 cell CPT
COc1cccc(-c2ccc3c(N)c(C(=O)Nc4ccc(C)c(F)c4)sc3n2)c1
→ ? | 25µM* | ?
CC(C)(C)C(=O)NC1=NCCS1
→ 9% | -7% | -5%
Cc1ccc(-n2c(C(C)C)nc3oc4ccccc4c(=O)c3c2=O)cc1
→ -11% | -14% | ?
O=C1NC(=Nc2ccccc2)c2c1cccc2[N+](=O)[O-]
→ -21% | 4% | -16%
O=C(O)CCCN1C(=O)c2cccc3cccc(c23)C1=O
→ -12% | -14% | 7%
COc1ccc(-n2c(C)cc(SC)c(C(C)=O)c2=S)cc1
→ -7% | 3% | -7%
O=C(CCCOc1ccc(Cl)cc1Cl)N/N=C\C1CCCCC1
→ -8% | -18% | -17%
Cc1c(C(=O)NCc2ccccc2CN2CCCC2)oc2ccc(F)cc12
→ ? | -3% | 21µM*
Cc1nn(-c2ccccc2)c2c1C1(C(=O)Nc3ccccc31)N1C(=N2)Sc2ccccc21 (stereo not given)
→ ? | -15% | -18%
CCN1CC(CN(C)Cc2nc(Cc3ccccc3)no2)CC1=O (stereo not given)
→ 0% | 1% | -5%
CC(=O)c1ccc(N2Cc3ccccc3C3(CCOCC3)C2=N)cc1
→ -5% | 1% | -6%
CCN(CC)C(=O)Cn1cc(S(=O)(=O)CC(=O)Nc2ccccc2F)c2ccccc21
→ -8% | nt | -4%
Cc1ccc(S(=O)(=O)N2CCN(c3ccccc3)CC2)cc1C
→ 3% | -27% | 4%
Cc1onc(-c2c(F)cccc2Cl)c1C(=O)NCc1ccco1
→ ? | -6% | -4%
COc1ccc(S(=O)(=O)Nc2ccc(S(=O)(=O)N3CCCCC3)cc2)cc1
→ ? | -25% | ?

# Single records, as listed above.
# O=C(O)CCCN1C(=O)c2cccc3cccc(c23)C1=O is listed as DT40 TDP1 no CPT: -12%; GCN5L2 inh: -14%; TDP1 cell CPT: 7%
# Cc1ccc(S(=O)(=O)N2CCN(c3ccccc3)CC2)cc1C is listed as DT40 TDP1 no CPT: 3%; GCN5L2 inh: -27%; TDP1 cell CPT: 4%
# Cc1nn(-c2ccccc2)c2c1C1(C(=O)Nc3ccccc31)N1C(=N2)Sc2ccccc21 (stereo not given) is listed as DT40 TDP1 no CPT: ?; GCN5L2 inh: -15%; TDP1 cell CPT: -18%

# Following part:
# Values run as follows: DT40 TDP1 no CPT | GCN5L2 inh | TDP1 cell CPT
O=C(Cc1cccc(NC(=O)C2CCN(C(=O)C3CCCC3)CC2)c1)Nc1cccc(C(=O)N2CCOCC2)c1
→ -2% | nt | 26%
CC(=O)Nc1ccc(NC(=O)C(C)OC(=O)c2ccccc2Sc2ccccc2C#N)cc1 (stereo not given)
→ ? | 1% | ?
O=[N+]([O-])c1ccc(-c2c[nH]c(=S)[nH]2)cc1
→ ? | ? | 16µM*
COc1cccc(/C=C2\SC(=S)N(CCCC(=O)Nc3cccc(C(=O)O)c3)C2=O)c1
→ -12% | nt | 2%
CC(C)Oc1ccc(CN2CCC2(C)C(=O)Nc2cccc(Oc3ccccc3)c2)cc1 (stereo not given)
→ ? | nt | ?
CNC(=S)NNC(=O)c1cccn(Cc2ccc(Cl)c(Cl)c2)c1=O
→ -27% | ? | -28%
CC1(C)Cc2c(ccc3ccccc23)-c2nnc(-c3cccnc3)n21
→ ? | 18% | ?
CCOC(=O)c1ccccc1NC(=O)c1cn(-c2ccc(OC)cc2)c(=O)c2ccccc12
→ ? | -9% | ?
O=C(NC(NC(=O)c1ccccc1)C(=O)c1ccccc1)c1ccccc1
→ -3% | 4% | -1%
COc1ccccc1/C=N/NC(=O)CC(=O)NCCc1ccccc1
→ -11% | nt | 4%
CS(=O)(=O)N1CCCC(C(=O)N2CCc3ccccc3C2)C1 (stereo not given)
→ -7% | -7% | -1%
CC1(C)COC(Cc2ccccc2)=N1
→ -1% | nt | 1%
COc1ccc(Br)cc1CNC(=O)CCN1C(=O)COc2ccccc21
→ -6% | 0% | -11%
C=CCNc1nc2ccccc2nc1NS(=O)(=O)c1ccc(Br)cc1
→ -26% | -4% | -19%
Cc1ccc(N(Cc2ccccc2)C(=O)c2ccc(F)c(S(=O)(=O)N3CCOCC3)c2)cc1
→ 23µM* | -2% | ?
CCC(=O)N1CCc2cc(S(=O)(=O)N(C)c3cccc(C)c3)ccc21
→ ? | 0% | ?
COc1ccc(S(=O)(=O)NC2CC3CCC2C3)cc1 (stereo not given)
→ ? | -11% | 0%
COc1cccc(NC(=O)N2C3CCCC2CC(NC(=O)C2CC2)C3)c1 (stereo not given)
→ -8% | 0% | -5%
COc1ccc(-c2csc(N3N=C(C)C(C)C3=O)n2)cc1 (stereo not given)
→ ? | -8% | ?
CSc1cccc(-n2c(C)cc(C(N)=O)c2C)c1
→ -13% | -11% | 7%
O=C(CCCn1c(=O)[nH]c2ccc(Br)cc2c1=O)N1CCN(c2cccc(Cl)c2)CC1
→ 8.2µM* | 1% | 15µM*
O=C(COc1ccc(CNC[C@H]2O[C@@H](n3ccc(=O)[nH]c3=O)[C@H](O)[C@@H]2O)cc1)Nc1nccs1
→ 4% | nt | -1%
CC(C)=CCOc1c2ccoc2c(OCC=C(C)C)c2oc(=O)ccc12
→ ? | -4% | ?
N#CC(c1ccc(F)cc1)c1ccc(C(=O)c2ccc(F)cc2)cc1 (stereo not given)
→ 21µM* | -12% | ?
O=C(NCc1ccco1)C1CC(c2ccccc2O)=NO1 (stereo not given)
→ ? | -12% | ?
CCCn1nc(C(=O)NC2CC2)c2ccccc2c1=O
→ 5% | 0% | -11%
CN1C(=O)C[C@@H](C(=O)N[C@@H](Cc2cnc[nH]2)C(=O)N2CCC[C@H]2C(N)=O)NC1=O
→ -7% | -1% | 9%
c1ccc(CNn2c(N3CCOCC3)nc3ccccc32)cc1
→ -2% | 1% | -4%
COc1ccc2[nH]c3c(c2c1)CCN1C(=O)C(CC(=O)NCCN2CCOCC2)C[C@H](C(=O)N(C(C)C)C(C)C)[C@@]31C (stereo not given in full)
→ -20% | -9% | ?
O=C(NCCCN1CCCC1)Nc1ccccc1[N+](=O)[O-]
→ -2% | 2% | -10%
CC(=O)N1c2ccc(S(=O)(=O)NCC3CCC(C(=O)Nc4cccc(C)n4)CC3)cc2CC1C (stereo not given)
→ 18µM* | 2% | 26µM*
O=C(CSc1nnc(-c2ccco2)n1Cc1ccco1)NCc1ccccc1
→ -21% | -5% | 0%
CC(C)(C)n1nnnc1C(c1ccncc1)N1CCN(C2CCCCC2)CC1 (stereo not given)
→ 0% | 3% | 0%
COC(C[C@H]1O[C@H]1[C@H](O)COCc1ccccc1)OC
→ -9% | -3% | 2%
O=C1Nc2ccccc2O/C1=C\c1ccccc1Br
→ -10% | 0% | 0%
CC(=O)Nc1ccc(S(=O)(=O)NCCC(=O)NNC(=O)c2ccncc2)cc1
→ -10% | -8% | -1%
COc1ccc(OCC(=O)Nc2c(C(=O)N3CCN(c4ccccc4)CC3)oc3ccccc23)cc1
→ -10% | 0% | ?
CC(C)Cc1csc(NC(=O)c2ccc(F)cc2)c1C(=O)O
→ ? | -3% | ?
COC(=O)c1c(SC)nc2ccccc2c1OCc1cccc(C)c1
→ ? | -11% | ?
CCCN1CNc2c(c(=O)[nH]c(=O)n2CCc2ccc(OC)c(OC)c2)C1
→ -9% | nt | 4%
CC(=O)c1ccc(N2CCN(C(=O)c3ccc(S(=O)(=O)NCc4ccco4)cc3)CC2)cc1
→ 16µM* | -4% | 21µM*
COc1ccc(S(=O)(=O)N2CCOC2CNC(=O)C(=O)NCc2ccncc2)cc1C (stereo not given)
→ -6% | nt | -28%
Cc1cccc(S(=O)(=O)c2c(N)n(/N=C/c3ccccc3)c3nc4ccccc4nc23)c1
→ ? | 2% | -23%
CCOc1ccc(NC(=O)Cc2ccc(S(=O)(=O)N3CCOCC3)s2)cc1OCC
→ -2% | -1% | -2%
CCN(CC)CC(C)CNC(=O)CN1C(=O)CSc2ccc(S(=O)(=O)N3CCOCC3)cc21 (stereo not given)
→ 5%&-4% | -3%&-1% | 7%&0%
COC(=O)c1ccc(CN(c2ccccn2)S(=O)(=O)c2ccccc2)cc1
→ ? | ? | -22%
CCC(C)NC(=O)CNC(=S)N(Cc1ccccc1F)C1CCCCC1 (stereo not given)
→ ? | 0% | 3%
CCn1ncc(-c2csc(N)n2)c1C
→ 2% | -8% | 9%
CCC(C)N(C(=O)CSc1nncn1C)C1CCS(=O)(=O)C1 (stereo not given)
→ -11% | 0% | -12%
CCOc1ccc(-n2cccc2C=O)cc1
→ -6% | -1% | -14%
COc1ccc(S(=O)(=O)N2CCC(C(=O)NCC3CCCO3)CC2)cc1C (stereo not given)
→ -2% | -12% | -12%
Cc1ccc(-n2c(Cc3ccccc3)nnc2SCC(=O)NNC(=O)Cc2ccccc2)cc1
→ -13% | -8% | -2%
COc1ccc2ccccc2c1-c1sc(Nc2ccccc2)n[n+]1-c1ccc(F)cc1
→ 13µM* | 0% | 21µM*
CCOC(=O)N1N=C(c2ccc(C)cc2)CC1(O)C(F)(F)F (stereo not given)
→ -18% | -1% | -6%
NC(=O)CN1CCN(c2cccc(Cl)c2)CC1
→ -10% | -12% | 0%
COc1ccc(OC)c(-c2cc(C(=O)Nc3ccc(C)c(C)c3)no2)c1
→ 18µM* | -9% | ?
Cc1cc2nc(SCCOC(=O)Nc3ccc(Cl)cc3)nc(C)c2cc1C
→ ? | -1% | ?
COc1cc(C2/C(=C(\O)c3ccc4c(c3)CC(C)O4)C(=O)C(=O)N2CCCn2ccnc2)ccc1O (stereo not given)
→ -9% | -8% | -9%
CC(C)Oc1ccc(C(=O)Nc2ccc3oc(-c4ccncc4)nc3c2)cc1
→ -12% | 19% | -19%
Nc1ccc2nc(-c3ccccc3)sc2c1
→ ? | nt | -19%

# The list goes on.
# Values run as follows: DT40 TDP1 no CPT | GCN5L2 inh | TDP1 cell CPT
C=CCn1c(SCc2ccc(C(=O)O)cc2)nc2sc(C)c(C)c2c1=O
→ -9% | -4% | -11%
COc1ccccc1C(c1nnnn1Cc1ccccc1)N1CCN(C2CCCC2)CC1 (stereo not given)
→ ? | 0% | ?
CC1=C(C(=O)N2CCOCC2)CC(CC(=O)NCCCN(C)C)C(=O)N1Cc1ccc(C(C)(C)C)cc1 (stereo not given)
→ 7% | nt | 5%
C/C=C/C(=O)N1CC2(CC(c3cccc(NC(=O)COc4ccc(Cl)cc4)c3)=NO2)C[C@@H]1C(N)=O (stereo not given in full)
→ -23% | -16% | ?
CCN(CC)S(=O)(=O)c1cccc(NC(=O)c2ccc(S(=O)(=O)N3CCCC3)cc2)c1
→ ? | nt | ?
CCOC(=O)C1=NN(c2ccc(Cl)cc2)C(=O)C1
→ ? | 1% | ?
COc1ccc(OC)c(NC(=O)C(C)SCc2nc3sc(C)c(C)c3c(=O)[nH]2)c1 (stereo not given)
→ ? | -8% | ?
COc1ccccc1Nc1cc(C(=O)NCCCN2CCOCC2)c2ccccc2n1
→ ? | -11% | 5%
O=c1cc(C(F)(F)F)nc(-c2ccccc2OC(F)(F)F)[nH]1
→ -4% | -2% | -1%
COc1cc(C(=O)NCCN2C(=O)S/C(=C\c3cccs3)C2=O)cc(OC)c1OC
→ 16µM* | -22% | ?
O=C(CSc1nnnn1C1CCCCC1)NCc1cccc(C(=O)O)c1
→ 3% | -2% | -15%
CCOC(=O)c1c(C)oc2cc(Br)c(OC(=O)N3CCOCC3)cc12
→ -24% | ? | -27%
CCC(C)NC(=O)C(Cc1ccccc1)NS(=O)(=O)c1cccc2nsnc12 (stereo not given)
→ 13% | -10% | -1%
CCOCCc1nnc(N)s1
→ -11% | 1% | 3%
O=C(CCNC(=O)c1ccc([N+](=O)[O-])cc1)NCc1ccccc1
→ -16% | 2% | 19%
Cc1cc(Oc2ccc(C)c(Cl)c2)nc(SCC(=O)c2ccccc2)n1
→ ? | -6% | ?
CCCc1nn2c(=O)cc(COC(=O)c3ccc(NC(=O)C(C)Oc4ccccc4)cc3)nc2s1 (stereo not given)
→ -11% | -3% | -5%
COc1ccccc1/C=C(\C#N)C(=O)c1cccn1C
→ -12% | -5% | -3%
Cc1cc(=O)oc2cc(NC(=S)NCc3ccccn3)ccc12
→ -2% | -4% | -6%
COc1ccc(CCNC(=O)Cc2c(C)c3c(cc(C)c4c(C)coc43)oc2=O)cc1
→ -20% | -3% | ?
CCCc1ccc(C#N)c(SC2CC(=O)N(c3ccc(OC)cc3)C2=O)n1 (stereo not given)
→ 0% | 32%[activator] | 7%
O=C(NCCCN1CCOCC1)C(=O)NCc1ccccc1
→ 5% | -8% | 13%
Cc1cc(N=Cc2c(O)ccc3ccccc23)no1
→ 0% | -1% | ?

# Compounds as they come; 18% or so of the library scored in one or more.
